Screening results (PubChem BioAssay)
INS promoter inh – TRM-6 insulin promoter activity inhibition | TRM-6 cells (human fetal islet line), insulin promoter-eGFP reporter, imaging; reporter expression induced with tamoxifen | inhibition, % at 2 µM | 0.9% of 130,000 active;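 active means inhibition above the mean plus 3 SD, with well images judged a real hit on visual review, cut at about 60% in these data, passing the limit was not always enough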
SDO1 yeast rescue – restores growth of sdo1-depleted yeast. S. cerevisiae sdo1-depleted JHY4D growth rescue, OD600 30 h; active compounds read high; pdr5 snq2 efflux-pump mutant strain. AID 817. 0.21% of 140,000 active. z-score at 10 µM;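 active means z-score above 3 at both the 24 hr and the 30 hr optical density reads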;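 further: z-score against mean and SD of all compound wells on the same plate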
SDO1 yeast rescue Rescue 24 h – also measured in SDO1 yeast rescue; calls as there; z-score; S. cerevisiae sdo1-depleted JHY4D growth rescue, OD600; measured here: growth rescue at 24 h;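 0 is the plate mean of compound wells and units are plate SD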
* marks the source's active call; other numbers are inactive results; i = inactive; . = not tested or not shown; & = joins results of further samples. No enrichment for hits; 0.99% or so of the library scored in one or more.

Each structure is followed by: INS promoter inh	SDO1 yeast rescue	SDO1 yeast rescue Rescue 24 h
1	Cn1nnnc1SCC(=O)NC(=O)NCc1ccccc1
    20	0.62	0.04
2	CCOC(=O)N1CCC(NC(=O)c2csc3c2CCCC3)CC1
    .	-0.04	-0.46
3	Cc1c(C(=O)NC(Cc2ccccc2)c2nc3ccccc3[nH]2)cccc1[N+](=O)[O-] (stereo unspecified)
    0	-0.48	-1.8
4	Cc1ccc(-c2nc3ccccc3[nH]2)cc1NC(=O)/C=C/c1ccco1
    .	-0.95	-0.39
5	O=C(Nc1ccc2c(c1)OCO2)C1CCCN(S(=O)(=O)c2cccs2)C1 (stereo unspecified)
    -91	0.72	0.02
6	COC(=O)c1ccccc1NS(=O)(=O)c1ccc2c3c(cccc13)C(=O)N2
    17	.	.
7	CC1=CC(C)(C)N(C(=O)CSc2nnc(-c3ccc(C)cc3)o2)c2ccc(C)cc21
    -11	-1.4	-1.1
8	Cc1cc(Cl)ccc1OCc1cn2cccnc2n1
    -50	.	.
9	CCCc1cc(=O)[nH]c(SCC(=O)N2CCN(S(=O)(=O)c3ccc(C)cc3C)CC2)n1
    -19	0.64	0.59
10	CCOC(=O)c1ccc(-n2cncn2)nc1
    2	0.13	-0.65
11	CSc1ccccc1NC(=O)CN(C)C(C)C(=O)Nc1ccc(C#N)cc1 (stereo unspecified)
    -50	.	.
12	COC(=O)c1c(CCl)noc1C(=O)NCC1CCCO1 (stereo unspecified)
    .	-0.49	-0.69
13	CC(C)OCc1c(C(=O)OC/C(O)=C(\C#N)c2nc3ccccc3[nH]2)oc2ccccc12
    0	.	.
14	CCC(=NCCc1c(C)[nH]c2ccc(C)cc12)C1=C(O)CC(c2ccccc2)CC1=O (stereo unspecified)
    -175	-0.19	-0.03
15	CC(/C=C/c1ccccc1)=N\NC(=O)c1ccc2c(c1)OCCO2
    0	1.4	1.1
16	O=C1NC(c2ccc(-c3ccccc3[N+](=O)[O-])o2)C(C(=O)c2ccccc2)C(O)(C(F)(F)F)N1 (stereo unspecified)
    -6	1	0.66
17	O=C(NC1CCCC1)C(=O)N(Cc1cccnc1)C(C(=O)NCC1CCCO1)c1ccco1 (stereo unspecified)
    26	.	.
18	O=C(NS(=O)(=O)c1ccccc1Cl)c1ccc[nH]1
    31	0.84	0.88
19	CCOC(=O)NN1C(=O)c2ccccc2NC12CCCC2
    0	.	.
20	Cc1nc2c(ccc3nc(NC(=O)Cc4ccccc4)sc32)s1
    41	-1.4	-1.3
21	COc1ccccc1C(=O)Nc1ccc(OCc2nnc3c4ccccc4c(C)nn23)cc1
    17	-0.93	-0.65
22	COc1ccc(OC)c(S(=O)(=O)n2nnc3cc(Cl)ccc32)c1
    .	0.05	-0.9
23	Cc1ccc(-c2noc(COc3ccc4c(c3)OCO4)n2)cc1
    0	0.15	2.4
24	O=C(CSc1ccc(-c2cccs2)nn1)Nc1ccccc1
    -25	.	.
25	CCOC(=O)C1(S(=O)(=O)c2ccc(Cl)cc2)CCN(Cc2ccc(Cl)cc2)CC1
    -29	-1.8	-0.72
26	O=Cc1ccc(N2CCCCC2)cc1
    0	.	.
27	N#Cc1ccccc1CSc1nc2ncc(Br)cc2[nH]1
    -9	-1.1	-0.33
28	Cc1cccc(N/C(N)=N/c2nc3c(c(=O)[nH]2)CCCC3)c1
    38	-0.41	-0.26
29	COc1cccc(C(=O)Nc2ccc(C)cc2)c1
    -23	0.01	-0.12
30	CCc1ccc(NC(=O)C(=O)NCC2CCCO2)cc1 (stereo unspecified)
    -40	.	.

Continuation.
Each structure is followed by: INS promoter inh	SDO1 yeast rescue	SDO1 yeast rescue Rescue 24 h
31	FC(F)(F)c1ccc(N2CCOCC2)c(Nc2nc3ccccc3n3cnnc23)c1
    .	-2.5	-2
32	CCc1cc2c(=O)c(Oc3ccccc3)c(C)oc2cc1O
    3	-1.8	-0.85
33	NC(=O)C1CCN(C(=O)/C=C/c2ccco2)CC1
    0	0.31	0.2
34	Cc1cccc(N2CCN(C(=O)c3ccc4ncsc4c3)CC2)c1C
    5	-0.39	-0.65
35	CN1CCN(c2nc(-c3ccco3)cc(C(F)(F)F)n2)CC1
    -262	-0.1	-0.59
36	Cc1c(C#N)c2ccccc2n1CC(=O)NCc1ccccc1
    -62	-0.03	-0.09
37	O=C(CC1NC2CCCCC2NC1=O)Nc1cccc(C(F)(F)F)c1 (stereo unspecified)
    29	0.51	0.24
38	Cc1c(NC(=O)c2cc(-c3ccccc3)on2)c(=O)n(-c2ccccc2)n1C
    -7	-0.13	-1.2
39	O=C1c2ccccc2C(=O)c2cc(NC(=O)C3CC3)ccc21
    -7	-0.1	0.57
40	CCOC(=O)C1CCN(C(=O)c2oc3ccc(S(=O)(=O)N4CCCCCC4)cc3c2C)CC1
    3	-0.87	-0.54
41	O=C(CN(Cc1ccco1)C(=O)CNS(=O)(=O)c1ccccc1)NCc1ccc(F)cc1
    .	0.27	0.03
42	CCOc1ccc(N(C(=O)C2CCCO2)C2C=CS(=O)(=O)C2)cc1 (stereo unspecified)
    -52	.	.
43	COc1ccc(NC(=O)Nc2ccc3oc(C)nc3c2)cc1
    6	.	.
44	Cc1ccc(C(=O)Nc2ccc3nc(C)sc3c2)s1
    i	-1.1	-1.1
45	O=C(NCCOc1ccc(Cl)cc1)C1CC(=O)N(c2ccc(F)cc2)C1 (stereo unspecified)
    .	-1.4	-0.95
46	CCOC(=O)c1cn(CC)c2ccc(Br)cc2c1=O
    .	0.19	-0.04
47	CC(/C=N/N1C(=O)CSC1=S)=C\c1ccccc1
    -57	.	.
48	Cc1ccc(CC(=O)Nc2nc3ccccc3[nH]2)cc1C
    23	-0.82	1.4
49	Cn1c(CN2CCCC2)nc2cc(NC(=O)c3cccs3)ccc21
    0	1.9	1.7
50	Cc1cc(=O)oc2cc(OCC(=O)OCC(=O)NCc3ccc4c(c3)OCO4)ccc12
    .	0.45	0.27
51	c1ccc(CN2CCN(c3ncnc4nc[nH]c34)CC2)cc1
    .	0.84	0.61
52	CC(=O)C1=C(C)Nc2cc(C(F)(F)F)ccc2S1
    0	-0.77	-1.1
53	Cc1[nH]c(=O)[nH]c(=O)c1S(=O)(=O)N1CCN(c2ccccc2F)CC1
    -25	1.5	1.9
54	CCNS(=O)(=O)c1ccc(NC(=O)c2ccc(Cn3cc(Br)cn3)o2)cc1
    -21	0.74	0.28
55	CCSC1=C(C#N)C2(CCCC2)C(C#N)=C(N)N1
    36	0.05	-0.93
56	CC1CCN(C(=O)CSc2nnc(CN3CCOCC3)n2-c2ccccc2)CC1
    -25	0.73	0.66
57	O=C(NC1CCCCC1)N1CCC(c2nc(-c3ccc(S(=O)(=O)N4CCCC4)cc3)no2)CC1
    .	-0.21	0.17
58	Cc1ccc2cc(CCNC(=O)C(C)(C)C)c(=O)[nH]c2c1
    .	-0.62	-1.2
59	O=C(NNCC(O)COc1ccccc1)c1ccccc1 (stereo unspecified)
    -6	-0.13	-0.44
60	O=C(NC1CCCCC1)NC1CC2CCCC(C1)N2C1CCCC1 (stereo unspecified)
    3	0.27	-0.44

(list continues)
Each structure is followed by: INS promoter inh	SDO1 yeast rescue	SDO1 yeast rescue Rescue 24 h
61	Cc1nn(C(=O)c2cccnc2)c(C)c1C
    .	0.97	2
62	COC(=O)c1cn(C(=O)OC)c2ccccc12
    -226	0.83	0.38
63	CN(C)CCOc1ccccc1C(C)(C)C
    43	-0.06	-0.5
64	Cc1nnc(NC(=O)Nc2cccc(Cl)c2)s1
    -110	-0.64	-0.7
65	O=C1/C(=C/c2ccc([N+](=O)[O-])cc2)C=C(c2ccccc2)N1c1ccccc1
    -67	0.84	2.4
66	Cc1ccc(C(=O)COC(=O)CCCC(=O)NC2CCCCC2)cc1[N+](=O)[O-]
    -27	-0.89	-0.47
67	COc1ccc(-n2c(Cc3cc(=O)[nH]c(=O)[nH]3)nnc2SCc2ccccc2)cc1
    .	0.95	2.3
68	CC(C)(C)C(=O)O/N=C1/C(=O)N(c2ccccc2)c2ccccc21
    .	-2.1	-1.2
69	Cc1ccc(C)n1NC(=O)c1ccccc1Cl
    -15	0.69	-0.1
70	Cc1nc([N+](=O)[O-])cn1-c1ccc(N)cc1
    .	0.53	0.21
71	CCCC(=O)n1nc(-c2ccco2)nc1N
    -29	-1.6&-1	-1.2&-0.4
72	CCCC(=O)Nc1cccc(S(=O)(=O)N(C)c2ccccc2)c1
    -55	-0.04	-0.01
73	C/C(=C\C(=O)c1ccc(Br)cc1)NCc1ccc(C)cc1
    -22	-1.6	-0.75
74	Cc1sc(NC(=O)c2ccco2)c(C(c2ccncc2)N2CCOCC2)c1C (stereo unspecified)
    42	-2.4	-1.7
75	COc1ccc(CNC(=O)c2csc(Cc3ccc(OC)cc3)n2)cc1
    17	-0.28	-0.59
76	C=CCOC(=O)C1=C(C)Nc2ncnn2C1c1cccs1 (stereo unspecified)
    -50	0.92	0.18
77	COc1ccc(OCC(O)Cn2c(Br)nc3c2c(=O)[nH]c(=O)n3C)cc1 (stereo unspecified)
    10	-0.04	-0.14
78	NC(=O)[C@@H]1CCCNc2c(F)cc([N+](=O)[O-])cc2C(=O)N[C@@H](CCC(=O)O)C(=O)N[C@@H](CO)C(=O)N1
    18	0.08	-0.43
79	Cc1cc(C(=O)CN2C(=O)NC(C)(c3ccccc3)C2=O)c(C)n1CC1CCCO1 (stereo unspecified)
    .	1.1	0.76
80	O=C(CN1C(=O)COc2ccccc21)N1CCN(c2ccccc2F)CC1
    -6	0.11	-0.48
81	CCCCOc1ccc(CN2CCC(O)CC2)cc1
    64	0.43	-0.45
82	CCOC(=O)CSc1n[nH]c(-c2ccco2)n1
    .	1	0.52
83	O=C(O)c1ccc(NS(=O)(=O)c2cc(C(=O)O)ccc2Br)cc1
    0	1.1	-0.03
84	CCOC(=O)COc1cc(OCC(=O)OCC)c2c(=O)cc(-c3ccccc3)oc2c1
    -10	-0.55	-0.81
85	O=C(NCc1ccccc1Cl)C1CCCN(S(=O)(=O)c2cnc[nH]2)C1 (stereo unspecified)
    .	0.44	0.56
86	CCOc1ccc2nc(SC3CC(=O)N(c4ccccc4)C3=O)sc2c1 (stereo unspecified)
    .	-1	-0.67
87	CCOc1ccc(NC(=O)N2CC=C(n3c(=O)[nH]c4ccccc43)CC2)cc1
    17	-0.01	-0.57
88	CCCC(CCC)=NNc1ccc(S(=O)(=O)Nc2ccccc2OC)cc1[N+](=O)[O-]
    31	0.21	0.51
89	COc1cc2cc(CN(C(=O)Nc3ccccc3)C3CCCC3)c(=O)[nH]c2cc1OC
    -21	0.06	-0.51
90	CCOc1nc(C)ccc1-c1noc(-c2ccncc2)n1
    15	-0.66	-1.2

Some of the entries so far, in transposed form.
#70 Cc1nc([N+](=O)[O-])cn1-c1ccc(N)cc1
#69 Cc1ccc(C)n1NC(=O)c1ccccc1Cl
#87 CCOc1ccc(NC(=O)N2CC=C(n3c(=O)[nH]c4ccccc43)CC2)cc1
#61 Cc1nn(C(=O)c2cccnc2)c(C)c1C
screen / no.,70,69,87,61
INS promoter inh,.,-15,17,.
SDO1 yeast rescue,0.53,0.69,-0.01,0.97
SDO1 yeast rescue Rescue 24 h,0.21,-0.1,-0.57,2

The results go on.
Each structure is followed by: INS promoter inh	SDO1 yeast rescue	SDO1 yeast rescue Rescue 24 h
91	CC(=O)Nc1ccc(NC(=O)Cn2cnc3c(nnn3Cc3ccc(F)cc3)c2=O)cc1
    0	.	.
92	O=C(Nc1cccnc1)c1cccc(S(=O)(=O)N2CCOCC2)c1
    47	0.88	1.4
93	C=C(C)C1Cc2c(C)nn(-c3ccccn3)c2C1 (stereo unspecified)
    63	-0.23	0.09
94	CC(=O)C1=C(C)NC(SCC(=O)c2ccc(F)cc2)=C(C#N)C1c1ccco1 (stereo unspecified)
    .	-1.5	-1.8
95	CCOC(=O)CCc1c(C)n[nH]c1C
    -27	.	.
96	O=C(CN1CCOc2ccccc21)NCc1ccco1
    .	1.1	0.89
97	CC(=O)NCC(=O)OCC(=O)c1ccc(Br)cc1
    19	0.33	-0.74
98	CCOC(=O)/C=C1\SCC(=O)N1CC(=O)NC(C)C
    55	1	1.4
99	COCC(C)NC(=O)CSc1nc(-c2ccccc2)c(-c2ccccc2)o1 (stereo unspecified)
    4	-0.85	-0.51
100	CCCCC(CC)CNC(=O)CCCCn1c(=O)[nH]c2ccsc2c1=O (stereo unspecified)
    9	.	.
101	FC(F)(F)c1cnc(-c2cnc(-c3ccncc3)nc2)c(Cl)c1
    27	.	.
102	Nc1nncn1C(=O)CCCOc1ccccc1
    -22	0.73	0.09
103	COc1ccc(C2(O)CCN(CCCCOc3ccccc3)CC2)cc1
    .	-0.53	-0.99
104	O=C1CCCN1c1cccc(Br)c1
    56	-0.25	-0.81

4 entries from above, ordered by the number in SDO1 yeast rescue, rising:
Each structure is followed by: INS promoter inh	SDO1 yeast rescue	SDO1 yeast rescue Rescue 24 h
99	COCC(C)NC(=O)CSc1nc(-c2ccccc2)c(-c2ccccc2)o1 (stereo unspecified)
    4	-0.85	-0.51
97	CC(=O)NCC(=O)OCC(=O)c1ccc(Br)cc1
    19	0.33	-0.74
98	CCOC(=O)/C=C1\SCC(=O)N1CC(=O)NC(C)C
    55	1	1.4
96	O=C(CN1CCOc2ccccc21)NCc1ccco1
    .	1.1	0.89
